D1 potentiator: human D1 dopamine receptor positive modulation; potentiation, % at 10 µM; 360,000 compounds, 0.036% hits; HEK293 TREx D1 cells, calcium flux, dopamine EC20 potentiation; in the data active = potentiation above about 30%; also: 0% is about no effect
RXFP1 agonist: RXFP1 (human) receptor agonism | Potency, µM (titrated, usually from 57.5 µM), without a hit: top-dose activation, usual class: activators | AID 2676 | HEK293T-RXFP1 cAMP TR-FRET, 30 min; response scale: percent of porcine relaxin response, buffer zero | Q9HBX9 | 370,000 compounds, 0.3% hits; active = well fitted activation curve with a large enough effect; inconclusive = small, poorly fitted or top-dose-only effect; also: potency is read from the fitted curve at half-maximal effect; % is scaled to controls: 0 for no effect and ±100 for the full control effect; nearly all actives have a fitted effect of over 60% in size; many of its hits are not listed in these tables
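cAMP rise read by TR-FRET after 30 min, 37C compound exposure (up to 58 uM) in RXFP1-transfected HEK293 cells with Ro 20174 present. EC50 from Hill-equation fits, with 29 nM porcine relaxin as 100% and buffer as basal.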
D2 ag: agonists of human D2 dopamine receptor; 340,000 compounds, 0.53% hits; activation, % at 2 µM; AID 485358; HEK293 T-REx D2 cells, calcium flux agonist mode;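 active = activation over 3 SD above normal in the single-dose calcium agonist read, cut at about 30% in these data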; also: 0% is about no effect
Target sequence (P14416 whole entry, looked up): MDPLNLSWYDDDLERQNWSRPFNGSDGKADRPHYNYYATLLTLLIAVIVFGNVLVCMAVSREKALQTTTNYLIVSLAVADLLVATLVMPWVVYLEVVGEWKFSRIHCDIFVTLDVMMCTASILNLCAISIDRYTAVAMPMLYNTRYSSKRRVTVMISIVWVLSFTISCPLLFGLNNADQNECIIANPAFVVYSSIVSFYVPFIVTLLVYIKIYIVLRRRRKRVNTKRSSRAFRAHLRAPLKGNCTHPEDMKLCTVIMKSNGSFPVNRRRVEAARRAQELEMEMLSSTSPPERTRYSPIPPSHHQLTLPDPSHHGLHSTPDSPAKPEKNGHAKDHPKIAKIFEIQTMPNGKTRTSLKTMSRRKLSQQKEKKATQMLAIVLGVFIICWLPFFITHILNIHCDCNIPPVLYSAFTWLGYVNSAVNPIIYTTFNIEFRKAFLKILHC
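In this primary screen, compounds producing a positive calcium signal within 180 s of addition to tetracycline-induced, force-coupled HEK293 Trex D2 cells are flagged; cells are dye-loaded with a no-wash calcium kit beforehand.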
D1 agonist: human D1 receptor agonism. HEK293 T-REx D1 cells, calcium flux, agonist mode. 360,000 compounds, 1% hits. activation, % at 2 µM. AID 504660; in the data active = activation above about 30%; also: 0% is about no effect
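Tetracycline-induced HEK293 TREx D1 cells, force-coupled to calcium signalling, were dye-loaded with a no-wash calcium kit. Compound was pin-added after a 10 s baseline. Fluorescence was read kinetically at 1 cycle/s for 180 s, with calcium rises flagged as agonism.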
TRHR PAM: allosterically enhances the human TRH receptor; AID 493056; 360,000 compounds, 0.66% hits; P34981; TRHR cells, fluo-8 calcium fluorescence, EC20 TRH enhancement; enhancement, % at 2 µM; in the data active = enhancement above about 30%; also: 0% is about no effect
Target sequence (P34981 whole entry, looked up): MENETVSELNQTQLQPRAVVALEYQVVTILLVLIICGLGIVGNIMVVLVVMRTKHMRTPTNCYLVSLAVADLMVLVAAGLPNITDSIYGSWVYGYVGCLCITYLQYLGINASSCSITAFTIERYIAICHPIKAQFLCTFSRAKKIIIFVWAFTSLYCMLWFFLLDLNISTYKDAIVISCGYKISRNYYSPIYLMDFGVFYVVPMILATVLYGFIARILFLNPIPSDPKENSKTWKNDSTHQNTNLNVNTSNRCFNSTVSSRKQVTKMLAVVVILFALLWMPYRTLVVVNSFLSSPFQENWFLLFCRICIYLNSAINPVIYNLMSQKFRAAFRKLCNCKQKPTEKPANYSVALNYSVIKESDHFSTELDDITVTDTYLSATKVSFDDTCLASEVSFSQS
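TRHR-expressing cells loaded with fluo-8 calcium dye were read kinetically (ex 480/em 530) during compound addition, then stimulated with an EC20 of TRH (10 nM final). Enhancement of the Gq-mediated intracellular calcium response was scored.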
D1 antagonist: human D1 dopamine receptor antagonism; HEK293 TREx D1 cells, calcium flux, dopamine EC80; stronger effect = lower value; 360,000 compounds, 3.2% hits; activity change, negative = inhibition, % at 10 µM; in the data active = activity change below about -30%; also: % is scaled to controls: 0 for no effect and ±100 for the full control effect
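Calcium flux readout: force-coupled, inducible Hek293 Trex D1 line, cells induced overnight at 30 C with tetracycline, dye-loaded 30–90 min at RT. Antagonism scored against EC80 dopamine challenge given 180 s after compound.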
D2 antagonist: antagonists of human D2 dopamine receptor. P14416. HEK293 TREx D2 cells, calcium flux, dopamine EC80. inhibition, % at 10 µM. 340,000 compounds, 2% hits. AID 485344; in the data active = inhibition above about 30%; also: 0% is about no effect
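Measurement of antagonist activity uses fluorescent calcium dye in inducible HEK293 T-REx D2 cells: 10 s baseline, compound addition with 180 s read, EC80 dopamine addition with a further 180 s read.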
D2 potentiator: positive allosteric modulators of human D2 dopamine receptor. potentiation, % at 10 µM. HEK293 T-REx D2, calcium flux, EC20 dopamine potentiation. P14416. 340,000 compounds, 0.34% hits;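 active = potentiation over 3 SD above the plate norm, cut at about 30% in these data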; also: 0% is about no effect
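Tetracycline-induced HEK293 T-REx cells force-coupled to calcium signalling expressed D2; compounds were pin-added after a 10 s baseline, read kinetically 180 s, then an EC20 dopamine challenge followed with a further 180 s calcium read.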
RXFP1 antag: RXFP1 (human) relaxin receptor antagonism; HEK293-RXFP1, relaxin-stimulated cAMP HTRF, 30 min; stronger effect = lower value; activity change, negative = inhibition, % at 57.5 µM; 350,000 compounds, 0.59% hits;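 active = activity change of -60% or lower, but not beyond a set lower limit; inconclusive = change between -60% and -40%, or beyond the set limit; inactive = change above -40%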; also: % is scaled to controls: 0 for no effect and ±100 for the full control effect
* hit, by the source's call; ? = inconclusive; nt = no result given. Only part of the results is shown; count on the stated rates, not on these rows.

item	SMILES	D1 potentiator	RXFP1 agonist	D2 ag	D1 agonist	TRHR PAM	D1 antagonist	D2 antagonist	D2 potentiator	RXFP1 antag
1	O=C(N/N=C/C1C(=O)NC(=S)N(c2ccccc2)C1=O)c1cc(Br)c(O)c(Br)c1 (stereo unspecified)	-8	-4.4%	1.8	3	-1	-1	6	8	?
2	COc1cccc(CCNCc2c(F)cccc2F)c1	3	0.8%	-0.8	2	-2	3	5	-4	2
3	COC(=O)C1=C(c2ccc(OCc3ccccc3)cc2)C[C@@H]2CC[C@H]1N2C(=O)NCc1ccc(OC)c(OC)c1	7	0.1%	0.0	9	2	14	9	9	nt
4	Cc1nn(Cc2ccccc2)c(C)c1C(=O)OCC(=O)NC1CCS(=O)(=O)C1 (stereo unspecified)	-3	-0.7%	0.7	6	4	-11	-8	3	-8
5	CC(C)C12CN3CCN(CC(C3)/C1=N\O)C2	-2	0.3%	-0.2	1	-2	6	1	-2	3
6	CN(C)CCN=Cc1c(O)n(Cc2ccco2)c(=O)[nH]c1=O	1	0.3%	0.2	0	10	-22	-13	8	-17
7	CSc1ncc(/C=C2/C(=O)NC(=O)N(C3CCCCC3)C2=O)cn1	-3	0.0%	0.7	2	-4	-11	-8	2	-13
8	COc1ccc(CC2c3cc(OC)c(OC)cc3CCN2C)cc1O (stereo unspecified)	-6	3.8%	nt	-2	1	25	nt	nt	nt
9	CCC1C2Cn3c(nc4ccccc43)C1N(C)O2 (stereo unspecified)	2	2.8%	-0.1	-1	-3	-9	10	34*	nt
10	Cc1ccc(-c2nc(CS(=O)CC(=O)N3CCC4(CC3)OCCO4)c(C)o2)cc1 (stereo unspecified)	1	0.8%	0.8	-3	-2	7	5	-6	nt
11	Cc1ccc(N2C(=O)NC(=O)/C(=C/C=C/c3ccco3)C2=O)cc1	5	0.8%	15	9	12	-2	-24	22	-62*
12	N#Cc1cc2c(nc1SCC(=O)Nc1cc(Cl)cc(Cl)c1)C1CCN2CC1	-3	4.8%	-0.4	5	-7	7	8	-18	-22
13	COC(=O)C(C)NC(=S)N1CC2C[C@@H](C1)Cn1c2cccc1=O (stereo partly specified)	12	0.0%	-1.4	2	3	7	2	-3	1
14	CCCCCn1c(=O)c(C(=O)NCc2ccccc2)c(O)c2ccccc21	3	0.7%	0.2	9	0	-7	-1	-5	-5
15	Cc1cccc(NC2=NCCCS2)c1	-3	-1.9%	0.2	1	-1	7	10	1	-2
16	O=S(=O)(c1ccc(Cl)cc1)N1CC1c1ccccc1 (stereo unspecified)	-2	0.2%	-0.6	0	-7	13	-2	-19	0
17	Cc1cc(=O)oc2c(C)c(OCC(=O)N3CCC(C(=O)O)(c4ccccc4)CC3)ccc12	-1	5.4%	0.2	2	8	-6	1	6	nt
18	Cc1ccsc1C(=O)C1CCCN(Cc2cn(C)nc2C)C1 (stereo unspecified)	10	3.4%	1.2	4	5	18	-1	-26	-11
19	Oc1ccccc1C1NCc2ccccc2-n2cccc21 (stereo unspecified)	7	-3.1%	nt	2	1	7	nt	nt	11
20	C[C@]12CCC(=O)C=C1CC[C@@H]1[C@@H]2CC[C@]2(C)C(=O)CC[C@@H]12	-4	1.1%	-2.8	5	-2	-6	-6	-1	-8
21	C=Cn1ccnc1P(=S)(c1c(C)nn(-c2ccccc2)c1C)c1nccn1C=C	-1	-0.8%	0.0	0	1	2	3	9	-6
22	CN1CCN(Cc2cc3c(cc2[N+](=O)[O-])OCO3)CC1	-4	-1.2%	1.8	-2	0	9	-7	9	5
23	CCc1cccc(C)c1NC(=S)N1CC2CC(C1)c1cccc(=O)n1C2 (stereo unspecified)	6	-0.2%	0.2	2	11	3	2	13	-7
24	CN1CCC(N(C)Cc2cccnc2)CC1	-1	0.4%	0.5	2	29	-3	12	1	1

An excerpt of these results, with values under each structure.
Below each compound: D1 potentiator | RXFP1 agonist | D2 ag | D1 agonist | TRHR PAM | D1 antagonist | D2 antagonist | D2 potentiator | RXFP1 antag
#24 CN1CCC(N(C)Cc2cccnc2)CC1
 : -1 | 0.4% | 0.5 | 2 | 29 | -3 | 12 | 1 | 1
#23 CCc1cccc(C)c1NC(=S)N1CC2CC(C1)c1cccc(=O)n1C2 (stereo unspecified)
 : 6 | -0.2% | 0.2 | 2 | 11 | 3 | 2 | 13 | -7

(list continues)
item	SMILES	D1 potentiator	RXFP1 agonist	D2 ag	D1 agonist	TRHR PAM	D1 antagonist	D2 antagonist	D2 potentiator	RXFP1 antag
25	Fc1ccc(C(OCCN2CCCC2)c2ccc(F)cc2)cc1	-1	3.4%	0.7	8	-6	7	13	-23	nt
26	O=C(COc1ccc2ccc(=O)oc2c1)N1CCC(C(=O)O)(c2ccccc2)CC1	-3	3.9%	-0.2	1	1	-3	-3	3	9
27	Cc1c(C=O)c2ccccc2n1Cc1ccccc1	2	0.9%	-0.8	3	-1	-6	5	10	10
28	CCOP(=S)(OCC)Oc1nc(Cl)c(Cl)cc1Cl	-3	2.1%	-1.3	-1	-7	nt	10	4	nt
29	CC1=CC(=Cc2sc3ccccc3[n+]2C)C=C(C)O1	-13	9.6%	0.6	5	-4	-35*	13	1	-8
30	CCOC(=O)c1ccc(N2C(=O)CC(N3CCC(C#N)(c4ccccc4)CC3)C2=O)cc1 (stereo unspecified)	-4	0.7%	0.7	2	2	1	0	25	3
31	CN(C)C1(CNC(=O)c2ccc(Cl)c(S(=O)(=O)NCc3ccco3)c2)CCCCC1	-4	-2.0%	-0.5	4	2	nt	-31	1	-3
32	CN1C(=O)CN=C(c2ccccc2)c2cc([N+](=O)[O-])ccc21	-2	-0.9%	0.6	1	1	-23	9	12	7
33	CCOCCCNC(=O)CN1C2CCC1CC(O)(c1ccc(OC)cc1)C2 (stereo unspecified)	4	0.6%	1.0	2	-1	1	8	-11	-15
34	COC(=O)C1=C(c2ccc(OC)c(OC)c2)C[C@@H]2CC[C@H]1N2C(=O)NCCNC(C)=O	3	0.1%	0.6	1	5	-18	-6	-1	nt
35	COc1ccc(N2C(=O)NC(=O)/C(=C/c3ccc([N+](=O)[O-])s3)C2=O)cc1	3	-1.3%	1.0	3	7	-3	-6	1	-21
36	CC(=O)OC1N=C(c2ccccc2)c2cc(Br)ccc2N(C)C1=O (stereo unspecified)	-8	-0.4%	-0.3	2	-7	-23	2	-10	-5
37	O=C1NC(=O)C(CCc2ccncc2)(Cc2ccc(OCc3ccccc3)cc2)C(=O)N1	-4	2.3%	-0.4	3	0	-5	-4	3	-5
38	O=C1CC(=O)N(c2cccc(Br)c2)C(=O)N1	3	-2.7%	0.6	8	2	-24	4	-4	-3
39	CCCCNC(=O)NC(C(N)=O)P(=O)(OCC)OCC (stereo unspecified)	-8	-1.2%	1.5	0	0	-4	-10	14	-5
40	CC12CN3CC(C)(CN(C1)P3(=O)Oc1ccccc1)C2=O (stereo unspecified)	8	-0.7%	-0.8	2	9	3	-28	8	7
41	O=C(O)Cn1cc(/C=C2\C(=O)NC(=O)N(c3ccc(Br)cc3)C2=O)c2ccccc21	-5	4.0%	nt	4	-12	-31*	nt	nt	-3
42	CC1CCCN(CC(=O)N2CCCc3ccccc32)C1 (stereo unspecified)	0	3.2%	-0.1	-1	5	5	13	-15	-27
43	COC(=O)C1=C(c2ccc(-c3ccccc3)c(F)c2)C[C@@H]2CC[C@H]1N2C(=O)NCc1cc(C)oc1C(F)(F)F	0	5.1%	0.6	5	3	3	3	-2	nt
44	CC(C)[N+]12CCC(CC1)C(C(O)(c1ccccc1)c1ccccc1)C2 (stereo unspecified)	2	-1.0%	0.5	1	7	3	-13	8	-4
45	CCOc1cc(/C=C2/C(=O)NC(=O)N(c3ccc(CC)cc3)C2=O)ccc1OC(=O)c1cccs1	-1	0.4%	-0.7	-1	-1	6	2	6	-15
46	CCCCP(=O)(O)CCC(=O)O	-4	0.7%	0.1	2	4	-2	2	-6	-10
47	Cc1cc2oc(=O)cc(-c3cc4ccccc4o3)c2cc1OC(=O)N(C)C	5	1.4%	-0.9	3	-2	-8	11	-2	6
48	C[C@@H]1C[C@@H]([C@H](O)CC2CC(=O)NC(=O)C2)C(=O)[C@@H](C)C1	-3	0.5%	-0.2	-1	-2	nt	2	-3	40
49	O=C1C2(c3ccccc3)CN3CN(C2)CC1(c1ccccc1)C3	-3	-0.8%	0.3	2	2	10	-15	-3	0
50	Fc1cccc(CN2CCN(c3ccc(Cl)cc3)CC2)c1	-2	-0.8%	0.0	1	3	-9	20	-23	-1
51	CCc1ccccc1N1C(=O)NC(=O)/C(=C\c2cc(C)n(C)c2C)C1=O	0	2.4%	-0.9	0	-1	21	-1	14	3
52	C=CC[C@@H](C)CC(=O)C(CCCN=[N+]=[N-])SOOc1ccccc1 (stereo partly specified)	-4	0.2%	-1.2	-1	4	6	-3	12	nt
53	CC[N+]1(C)CCCC(OC(=O)C(O)(c2ccccc2)c2ccccc2)C1 (stereo unspecified)	-1	3.4%	1.7	2	-2	7	-12	2	14
54	CCOP(=O)(OCC)c1ccc(OP(=O)(c2cccc([N+](=O)[O-])c2)c2cccc([N+](=O)[O-])c2)cc1	-5	3.4%	0.1	3	-1	-4	9	4	26
55	NC(=O)CSP(=O)(c1ccccc1)c1ccccc1	-3	1.2%	-0.8	2	16	0	-1	19	-6
56	CCc1ccc(NC(=O)C(C)OC(=O)c2c(C)nn(Cc3ccccc3)c2Cl)cc1 (stereo unspecified)	5	-0.2%	0.2	6	-2	-1	4	-8	-34
57	CCCCn1c(O)c(C(C)=NCCCN(C)C)c(=O)[nH]c1=O	9	0.9%	nt	0	5	2	nt	nt	-1
58	CCOc1ccc(-n2nc3c(=S)[nH]nc(C)c3c2C)cc1	-8	5.6µM*	-0.7	2	3	7	10	-10	-4
59	COc1ccc(CN2C(=O)NC(=O)/C(=C\c3cccc(OC)c3OC)C2=O)cc1	-4	0.0%	nt	3	0	-30	nt	nt	-7
60	OC(Cn1c2ccccc2c2ccccc21)C[n+]1cccc2ccccc21 (stereo unspecified)	-3	-0.6%	0.1	1	3	2	-2	-6	-11
61	CCn1c(=O)n(CC(=O)N2CCC3(CC2)OCCO3)c(=O)c2ccccc21	1	1.9%	-0.3	1	-7	-4	-15	11	-7
62	CN1CCC(=O)N(CCN=[N+]=[N-])CC1	-5	0.4%	0.4	2	-1	5	17	4	nt
63	O=C1CN(O)C(c2ccccc2)=c2cc(Br)ccc2=N1	1	1.7%	0.7	5	-3	-16	-1	-11	6
64	CCCC(=O)NC(Oc1ccc(Cl)cc1Cl)C(Cl)(Cl)Cl (stereo unspecified)	-4	-2.5%	-0.4	5	-9	-16	-12	17	5
65	CN1/C(=C\C=C\C2=[N+](C)c3ccc4ccccc4c3C2(C)C)C(C)(C)c2ccccc21	-4	17%	1.6	3	-9	-1	39*	27	nt
66	Cn1cc(C(=O)Cc2ccccc2)c2ccccc21	4	-0.1%	1.1	-1	3	4	2	8	9

From PubChem BioAssay
